# Compound activity deposited in PubChem by The Scripps Research Institute Molecular Screening Center.
# OXTR potentiator = human OXTR potentiation | 320,000 tested, 0.061% active | P30559 | activation, % at 3 µM | CHO-OTR cells, Fluo-8 calcium fluorescence, potentiator mode; 0% = oxytocin EC15, 100% = EC100;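 active = activation above that plate's cutoff, the mean activation of tested compounds plus 3 SD, cut at about 6.6% in these data, passing the limit was not always enough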;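 note: 100% uses oxytocin at 75 nM as the full agonist control; some results filed as inactive read as strong as hits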
# Target sequence (P30559 whole entry, looked up): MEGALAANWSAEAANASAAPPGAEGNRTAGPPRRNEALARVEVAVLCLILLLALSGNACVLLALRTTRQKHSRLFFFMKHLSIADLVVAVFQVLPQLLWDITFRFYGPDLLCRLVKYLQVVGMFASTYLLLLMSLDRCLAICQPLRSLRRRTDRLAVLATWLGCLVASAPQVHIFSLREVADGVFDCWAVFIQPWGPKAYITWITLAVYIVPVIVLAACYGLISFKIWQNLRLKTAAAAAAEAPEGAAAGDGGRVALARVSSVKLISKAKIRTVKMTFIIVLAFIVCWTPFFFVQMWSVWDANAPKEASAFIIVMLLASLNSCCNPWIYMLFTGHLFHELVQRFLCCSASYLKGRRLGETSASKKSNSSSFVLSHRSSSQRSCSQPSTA
#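 Assay system: CHO-OTR cells, human receptor / Also added: oxytocin at about EC15, sub-maximal agonist stimulus / Dosing: single dose, 3.0 µM nominal final compound concentration / Incubation: 6 min pre-incubation, 100 s read / Technique: Fluo-8 calcium dye fluorescence / Read-out: % activation vs EC15 and EC100 oxytocin / Benchmarks: EC15 oxytocin low, 75 nM oxytocin high / Replicates: singlicate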
# TAAR1 antagonist = human TAAR1 antagonism | 360,000 tested, 1.5% active | CHO RD-HGA16 TAAR1, Fluo-8 calcium fluorescence, antagonist | inhibition, % at 3 µM | Q96RJ0;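 active = inhibition above a per-plate cutoff, the mean inhibition of test compounds on that plate plus 3 SD, cut at about 49% in these data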;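 note: 0% = DMSO plus EC80 beta-PEA response and 100% = DMSO alone without agonist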
#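 Assay system: RD-HGA16 CHO cells with stable hTAAR1 and Gα16 / Reagent: EC80 β-phenethylamine stimulus / Doses: 3 µM, single point / Timing: dye loading 75 min at 37 °C, then 30 min room temperature / Measured by: Fluo-8 intracellular calcium dye fluorescence, real-time kinetic reads / Controls: vehicle wells and EC80 agonist wells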
# CHO parental Ca = counter-screen for OX1R antagonists: effect in parental CHO cells | parental CHO-K1, ATP-induced calcium, Fluo-8 fluorescence | inhibition, % at 5.6 µM | 330,000 tested, 0.63% active;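 active = inhibition above that plate's mean sample inhibition plus 3 SD, cut at about 26% in these data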;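 note: 0% = ATP-challenged DMSO wells and 100% = DMSO wells without ATP; some compounds past the cut are filed as inactive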
#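 Assay system: untransfected parental CHO cell line. Also added: ATP agonist challenge. Dosing: one dose, 5.6 µM nominal. Measured by: Fluo-8 fluorescence. Read-out: % inhibition. Benchmarks: ATP wells versus no-ATP DMSO wells. Repeats: no replicates.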
# TAAR1 agonist = agonists of human TAAR1. CHO RD-HGA16 TAAR1, Fluo-8 calcium fluorescence; vehicle wells 0%, saturating PEA agonist 100%. activation, % at 3 µM. Q96RJ0. 360,000 tested, 0.99% active;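 active = activation above the mean activation of all test compounds in the run plus 3 SD, cut at about 38% in these data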
#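 Test system: RD-HGA16 (CHO) cells co-expressing Gα16 and hTAAR1 / Benchmarks: DMSO vehicle as 0%, PEA at EC100 as 100% / Repeats: no replicates (n 1) / Measure: % activation from peak over basal fluorescence ratio, DMSO-to-PEA scaled / Timing: 17-24 h plating, Fluo-8 75 min 37 °C, 30 min RT / Technique: kinetic Fluo-8 calcium fluorescence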
# CHO-K1 Ca antag = counter-screen for M1 antagonists: effect in parental CHO-K1 cells; 360,000 tested, 0.6% active; inhibition, % at 3 µM; ATP-induced calcium, Fluo-8 fluorescence;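 active = inhibition above a per-plate cutoff, the plate's mean sample inhibition plus 3 SD, cut at about 24% in these data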;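 note: 0% = DMSO plus EC80 ATP and 100% = DMSO alone without ATP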
# CHO-K1 Ca ag = counter-screen for M1 agonists: effect in parental CHO-K1 cells. Fluo-8 calcium fluorescence; scaled to maximal ATP response, vehicle zero. AID 602248. activation, % at 3 µM. 360,000 tested, 0.48% active; in the data active = activation above about 15%;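 note: untransfected CHO-K1 host cells lacking M1 receptor as counterscreen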
# CHO-K1 Ca PAM = nonselective activator or artifact in parental CHO-K1 calcium assay; AID 602247; activation, % at 3 µM; 360,000 tested, 0.02% active; ATP EC20, Fluo-8 calcium fluorescence; 0% at ATP EC20, 100% at ATP max;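 active = activation above the run cutoff, the mean activation of all test compounds plus 3 SD, cut at about 40% in these data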;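 note: peak over basal fluorescence ratio in a 140 s read after ATP addition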
# V1aR counter = activates human V1a receptor in oxytocin agonist counter-screen | AID 2797 | CHO-V1R cells, Fluo-8 calcium fluorescence, agonist mode; 0% DMSO, 100% 3 nM vasopressin | P37288 | activation, % at 3 µM | 320,000 tested, 0.25% active;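 active = activation above the mean activation of all tested compounds plus 3 SD, per screening run, cut at about 20% in these data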;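 note: signal is peak over basal fluorescence ratio across a 100 second FLIPR read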
# Target sequence (P37288 whole entry, looked up): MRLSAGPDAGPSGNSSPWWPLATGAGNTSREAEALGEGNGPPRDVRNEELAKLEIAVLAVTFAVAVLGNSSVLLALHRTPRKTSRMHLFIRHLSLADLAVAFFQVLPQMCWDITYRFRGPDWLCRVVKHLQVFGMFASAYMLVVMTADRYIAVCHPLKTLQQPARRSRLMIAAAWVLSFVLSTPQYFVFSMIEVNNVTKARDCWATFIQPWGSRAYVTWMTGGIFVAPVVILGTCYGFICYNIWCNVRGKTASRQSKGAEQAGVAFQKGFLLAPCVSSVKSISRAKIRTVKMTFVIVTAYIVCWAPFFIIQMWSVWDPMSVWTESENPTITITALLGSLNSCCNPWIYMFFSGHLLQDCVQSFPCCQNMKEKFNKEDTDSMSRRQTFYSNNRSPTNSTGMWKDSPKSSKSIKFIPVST
# CHRM1 agonist = human M1 muscarinic receptor agonism. P11229. CHO-K1 hM1, Fluo-8 calcium fluorescence, agonist mode; 0% DMSO, 100% acetylcholine EC100. activation, % at 3 µM. 360,000 tested, 0.33% active. AID 588814;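 active = activation above the run's mean compound activation plus 3 SD, cut at about 16% in these data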;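 note: peak over basal fluorescence ratio within a 140 s kinetic read after compound addition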
# * marks the source's active call; other numbers are inactive results; x = no result given. Hits appear at their usual frequency; 3.3% or so of the library scored in one or more.
canonical_smiles | OXTR potentiator | TAAR1 antagonist | CHO parental Ca | TAAR1 agonist | CHO-K1 Ca antag | CHO-K1 Ca ag | CHO-K1 Ca PAM | V1aR counter | CHRM1 agonist
COc1ccc2cc(C3(C)NC(=O)N(CC(=O)Nc4c(C)n(C)n(-c5ccccc5)c4=O)C3=O)ccc2c1 (centres undefined) | -11 | -19 | -3 | 3 | -13 | -0.2 | 21 | 0.7 | -3
O=C(Nc1nccs1)c1ccccc1N=Cc1ccccc1 | -16 | -5 | -18 | 8 | 2 | 0.3 | -1 | -1.1 | -4
CCCc1cc2c(=O)c(-c3cscn3)c(C(=O)OCC)oc2cc1O | -9 | 10 | -17 | 9 | 2 | 3.9 | 6 | 1.6 | -5
CC(C)CCOc1ccc(C2(C)NC(=O)NC2=O)cc1 (centres undefined) | -24 | 15 | 20 | 11 | -3 | 3.6 | 12 | 8.7 | 2
CCOc1cccc(N2C(=O)CC(n3cnc4ccccc43)C2=O)c1 (centres undefined) | -19 | 15 | -15 | 11 | -3 | 6.7 | 9 | 9.5 | 9
CCn1nnc(NC(=O)c2ccccc2Br)n1 | 0 | 11 | 2 | 11 | 3 | -0.1 | -4 | 0.3 | -2
Cc1cc2nc(CCN(Cc3cccnc3)C(=S)Nc3ccccc3)[nH]c2cc1C | 1 | 8 | -18 | 0 | -21 | 0.0 | -2 | 0.0 | -9
O=C1CC(c2ccccc2)CC(O)=C1C=NC1CCCC1 (centres undefined) | -7 | 2 | -9 | 2 | -21 | 0.6 | 9 | -0.5 | -10
Cc1ccc(C(=O)N/N=C/c2cccc3ccccc23)cn1 | -4 | -33 | -2 | 3 | 7 | 0.2 | -9 | 0.7 | -1
Cc1cc(C)n(-c2nc3ccccc3nc2Nc2ccc(CC(=O)O)cc2)n1 | 1 | 11 | -7 | -1 | 1 | 0.6 | 6 | 2.0 | 1
c1ccc(CN2CCC(N=C3NN=C(c4ccc5c(c4)OCCO5)CS3)CC2)cc1 | -1 | -3 | -8 | 8 | -13 | -0.4 | 17 | -1.0 | -7
CCN(CC)C(=O)Cc1ccccc1 | 0 | 22 | -4 | 0 | 10 | -0.2 | -10 | 1.1 | -3
COCCCn1c(C)c(C(C)=O)cc(NC(=O)c2ccccc2)c1=O | 5 | 17 | -20 | 8 | -3 | 0.9 | 6 | 1.4 | -4
Fc1ccccc1CSc1nnc(-c2ccccc2)o1 | 6 | 8 | -23 | 24 | -2 | 0.3 | 20 | -1.0 | -4
CCN(CC(=O)Nc1ccc2c(c1)OC(F)(F)O2)Cc1nc2ccccc2c(=O)[nH]1 | 0 | -2 | -30 | 5 | 5 | -0.1 | -3 | 1.5 | -3
Nc1cc(N)nc(SCC(=O)N2CCc3ccccc32)n1 | 0 | -19 | -11 | 3 | 2 | 0.5 | 11 | -0.6 | -3
CN(C)S(=O)(=O)c1cccc(NC(=S)N/N=C/C2CC=CCC2)c1 (centres undefined) | -3 | -25 | -10 | 0 | -15 | 0.0 | 11 | 0.3 | -6
CC(=O)Nc1cccc(OCC(=O)NCCC2=CCCCC2)c1 | 2 | -11 | -7 | 0 | -6 | 0.5 | -1 | -0.6 | -8
O=C(Cc1ccccc1F)NNC(=O)c1ccncc1 | -8 | 0 | -10 | 1 | -4 | 0.8 | 5 | 1.2 | 5
O=C(O)CCn1[nH]c(=O)ccc1=O | -6 | -6 | 4 | 14 | 5 | 1.2 | 14 | 1.6 | -2
Cc1cccc(C(=O)N/C(=C\c2ccco2)C(=O)N2CCCC2)c1 | -3 | 7 | -5 | -1 | -6 | 0.2 | 6 | -0.1 | -1
Cc1ccc(OC(=O)CCC(=O)Nc2ccc(C)c(C)c2)cc1 | -6 | -15 | -22 | -1 | 6 | 0.1 | -8 | 4.1 | -3
CCOC(=O)c1sc(=NC(=O)c2c(F)cccc2F)n(C)c1C | -12 | -21 | -1 | -1 | -10 | 0.1 | 2 | -0.9 | -3
O=C(NCc1ccccc1F)c1ccc2c(c1)OCCO2 | -5 | 12 | 14 | 0 | 0 | -0.1 | -15 | -0.5 | -4
c1csc(Cn2nnnc2CN2CCN(c3nc4ccccc4s3)CC2)c1 | -11 | 8 | -25 | 19 | -3 | 4.5 | 16 | 5.3 | -1
CCCCC1=CC2=C(c3ccco3)C(=O)C(C)(OC(=O)c3ccc(OC)cc3)C(=O)C2=CN1c1ccc(OC)cc1 (centres undefined) | -2 | 7 | -8 | 1 | -3 | 1.3 | 2 | 1.6 | -6
O=C(c1cc(-c2ccc(F)cc2)on1)N1CCCCCC1 | -10 | 13 | -20 | 4 | -12 | 0.3 | -11 | 8.2 | -4
CC(C)(C)c1nc(SCC(=O)NCc2cccs2)c2ccccc2n1 | 5 | 13 | -4 | 4 | -14 | 0.2 | 16 | -1.5 | -3
O=C(NCc1cccc(Cl)c1)c1cc(=O)[nH]c2ccccc12 | 4 | -21 | -19 | 4 | 2 | 0.6 | -10 | -0.5 | -4
CCCC(=O)Nc1c2c(nn1-c1cccc(C)c1C)CS(=O)(=O)C2 | 7 | 10 | -10 | 5 | -8 | 2.3 | 1 | -0.5 | -4
CN(C)CCCNC(=S)NCc1ccc(Cl)cc1 | 4 | 25 | -1 | 36 | -15 | 0.2 | 30 | -1.1 | -8
CCN(C(=O)CN1C(=O)NC2(CCC(C)CC2)C1=O)C1CCCCC1 (centres undefined) | x | -21 | x | 2 | -13 | 0.2 | 6 | x | -3
Cc1ccc2cc(CN(Cc3ccco3)C(=O)c3cccs3)c(=O)[nH]c2c1 | -31 | -13 | -25 | 23 | -16 | 2.2 | 18 | 5.2 | 1
COC(=O)c1ccccc1NC(=O)Cn1cnc2c(cnn2-c2ccccc2)c1=O | -3 | x | -4 | x | -5 | 0.1 | 6 | 1.3 | -2
CCNC(=S)N(CCc1cccc(C)c1)Cc1cc2cc(OC)c(OC)cc2[nH]c1=O | -8 | -6 | -10 | 2 | -2 | 1.5 | 17 | 0.1 | -7
COc1ccc(OCCCCc2c(C)n[nH]c2C)cc1 | -16 | -8 | 2 | -1 | -8 | 7.0 | 13 | 13 | 2
Cc1ccc(C(C)(C)C)cc1S(=O)(=O)Nc1cccc(S(=O)(=O)NC2=NCCC2)c1 | -5 | -17 | -3 | 16 | -3 | 1.0 | 14 | 1.1 | 1
Cc1nc(SC(C)C(=O)NC2CCCC2)c2ccccc2n1 (centres undefined) | -3 | -13 | -21 | 2 | 3 | 5.5 | 16 | 0.0 | 0
O=S(=O)(NCC(c1cccnc1)N1CCN(Cc2ccccc2)CC1)c1cc(F)ccc1F (centres undefined) | -1 | -1 | -20 | 4 | -5 | 0.8 | 4 | -0.6 | -6
O=[N+]([O-])c1ccc(N2CCN(C(=S)c3cccc([N+](=O)[O-])c3)CC2)cc1 | 0 | 12 | -1 | 19 | -14 | 1.5 | 21 | 0.6 | -5
CCC(=O)Nc1nc2nc(-c3ccccc3)cc(-c3ccccc3)n2n1 | -6 | -4 | -9 | 1 | 3 | 0.6 | -4 | -0.2 | -3
COc1ccc(/C=C2/C(=O)N(c3nc4ccccc4s3)N=C2CSc2ccc(Cl)cc2)cc1 | -1 | 13 | -3 | 7 | 2 | -0.4 | 9 | -0.6 | 1
Cc1nn(-c2nc3ccccc3[nH]2)c(=O)c2ccccc12 | -6 | 4 | -11 | 5 | 0 | 0.8 | -3 | -0.4 | -3
Cc1ccc(CNc2nc(N)c([N+](=O)[O-])c(Nc3cccc(F)c3)n2)cc1 | -1 | -18 | -3 | 3 | 4 | 3.5 | 13 | -0.2 | 0
COc1ccc(C2(OC)Oc3cc(OC)ccc3C(=O)C2(O)OC)cc1 (centres undefined) | x | 3 | x | 4 | 1 | 1.6 | -7 | x | 9
Cn1c(SCc2nnc(-c3ccccc3)o2)nc2ccccc21 | 2 | 8 | -24 | -1 | -12 | 1.1 | 7 | 0.4 | -9
Cc1nc(SCC(=O)Nc2nc3ccccc3s2)n[nH]1 | -1 | 1 | -2 | 4 | -12 | 4.1 | 17 | 5.1 | 4
Cc1ccc(Cl)cc1N1CCN(Cc2nnnn2C2CCCCC2)CC1 | -17 | 16 | -32 | 1 | 3 | -0.5 | 4 | 0.1 | -4
[N-]=[N+]=NC1CC(CO)OC1n1ccc(=O)[nH]c1=O (centres undefined) | -9 | -14 | -10 | 1 | -4 | 1.5 | 0 | -0.2 | 2
CC(=O)Nc1ccc(S(=O)(=O)NC(=O)C23CC4CC(CC(C4)C2)C3)cc1 | -7 | 13 | -7 | 0 | -2 | -0.2 | -1 | 3.3 | -2
COc1ccc(Cc2nc(C(=O)Nc3ccc(F)cc3)cs2)cc1 | -17 | 24 | 0 | 1 | 0 | 3.9 | 13 | 5.5 | 3
O=C(COC(=O)CNC(=O)c1ccc(Cl)c([N+](=O)[O-])c1)NNC(=O)c1ccccc1F | 4 | -17 | -8 | 2 | -10 | 0.1 | 5 | -0.1 | -5
Cc1cccc(C)c1OC(=O)Cc1ccccc1[N+](=O)[O-] | -10 | -13 | -7 | 3 | -16 | 0.3 | 10 | -1.7 | -5
CC(=O)Nc1cncc(-c2ccc(CN(C)C)cc2)n1 | x | -30 | x | 4 | -4 | 0.5 | 10 | x | -3
COc1ccc(NC(=O)COC(=O)c2ccc(NS(=O)(=O)/C=C/c3ccccc3)cc2)cc1 | -9 | 29 | 4 | 2 | 13 | 5.8 | 7 | 4.0 | -4
COc1ccc(/C=C2\SC(=O)N(CC(=O)NCCCn3ccnc3)C2=O)cc1 | 4 | -6 | -20 | 1 | -14 | 0.4 | 18 | -0.3 | -3
